Bioassay records from PubChem.
HDAC3 inhib: human HDAC3 inhibition | O15379 | recombinant HDAC3, fluorogenic peptide/trypsin coupled, fluorescence | inhibition, % at 8.3 µM | 0.15% of 320,000 active; in the data active means inhibition above about 26%, passing the limit was not always enough; inconclusive means no clear call, values can overlap the other calls
Target sequence (O15379 whole entry, looked up): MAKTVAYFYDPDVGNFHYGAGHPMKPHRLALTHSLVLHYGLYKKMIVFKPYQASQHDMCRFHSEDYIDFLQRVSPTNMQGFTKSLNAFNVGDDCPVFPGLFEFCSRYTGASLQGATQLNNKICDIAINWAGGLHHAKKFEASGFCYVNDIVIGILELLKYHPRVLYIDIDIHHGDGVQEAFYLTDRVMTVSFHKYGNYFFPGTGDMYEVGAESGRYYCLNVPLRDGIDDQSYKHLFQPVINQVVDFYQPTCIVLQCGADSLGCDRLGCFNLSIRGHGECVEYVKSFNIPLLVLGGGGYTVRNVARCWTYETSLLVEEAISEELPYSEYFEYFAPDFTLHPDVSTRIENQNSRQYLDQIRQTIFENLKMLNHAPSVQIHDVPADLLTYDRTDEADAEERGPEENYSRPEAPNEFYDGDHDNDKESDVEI
DYRK1A inh: Dyrk1A (rat) kinase inhibition; inhibition, % at 12.5 µM; ADP-Glo luminescence, NFATc1 peptide; 0.43% of 310,000 active; AID 504441; Q63470; in the data active means inhibition above about 50%;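 further: plate controls were vehicle with enzyme for no effect and no enzyme for full effect; many of its hits are not listed in these tables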
KCNK3 block: human KCNK3 channel inhibition, primary screen | B-score at 10 µM | 0.84% of 340,000 active | O14649 | CHO-KCNK3 thallium flux, FluxOR fluorescence; stronger effect = lower value;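 active means B-score under library mean minus 4 SD, starting fluorescence ratio at most library mean plus 5 SD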;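 further: more negative B-score means stronger inhibition of thallium flux through KCNK3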
PolyA inhibitor: blocks polyadenylation in yeast reporter cells; S. cerevisiae SKY197-pL101 polyadenylation reporter, beta-gal luminescence; efflux-impaired pdr1/pdr3 knockout yeast; score 100 = 6 SD above DMSO; calls only at 12 µM; 0.02% of 300,000 active; AID 1875;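 active means lowest replicate activity score at least 50, where 100 means six control SD above control mean; inconclusive means lowest score under 50 but half or more replicates reach 50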;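 further: yeast exposed to compound for 9 h at 30 °C; higher score means more reporter readthrough which indicates perturbed polyadenylation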
hERG protect: compounds protecting human hERG from proarrhythmic drug block | CHO-hERG, FluxOR thallium flux, dofetilide IC70 present | activation (rescue from dofetilide block), less the hit threshold, % at 10 µM | 0.51% of 310,000 active;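 active means activation above the mean of controls blocked by dofetilide plus 5 SD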;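 further: thallium influx through hERG after potassium depolarization seen as dye fluorescence rise; in these data hits start at about 4.7%; inactives centre near -7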
GSK3B inh: inhibitors of human GSK3beta kinase | 0.038% of 300,000 active | GST-GSK3beta kinase, ADP-Glo luminescence, 60 min; stronger effect = lower value | activity score (negative = inhibition), % at 10 µM | P49841;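 active means more than half of replicate wells score below -50%, meaning over 50% inhibition versus plate controls; inconclusive means some replicates but at most half score below -50%; inactive means no replicate scores below -50%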;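 further: 0% = median DMSO wells and -100% = median GW8510 positive control wells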
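test system = GST-tagged human GSK3beta kinase, cell-free | reagent = 25 µM ATP with peptide substrate | dosing = one dose of 10 µM per compound | schedule = 60 min reaction, RT | detection = luminescent ADP-Glo measurement of ADP formed | control set = DMSO neutral wells and GW8510 at 20 µM as positive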
KCNQ1 inh: blocks the human KCNQ1 potassium channel; CHO-K1 KCNQ1, FluxOR thallium flux fluorescence; stronger effect = higher value; B-score at 10 µM; 1.3% of 310,000 active;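 active means compounds whose thallium flux B-score, printed positive for inhibition, exceeds three library SD while starting fluorescence stays within three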;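 further: channel opened by potassium depolarization with thallium stimulus after 20 min compound exposure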
GSK3 alpha inh: inhibitors of human GSK-3 alpha kinase | AID 2650 | P49840 | inhibition, % at 10 µM | ADP-Glo luminescence, 60 min | 0.1% of 320,000 active;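 in the data active means inhibition above about 50%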;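 further: GST-tagged GSK-3 alpha with peptide substrate and 25 µM ATP; 0% = DMSO neutral wells and 100% = GW8510 positive control wells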
Target sequence (P49840 whole entry, looked up): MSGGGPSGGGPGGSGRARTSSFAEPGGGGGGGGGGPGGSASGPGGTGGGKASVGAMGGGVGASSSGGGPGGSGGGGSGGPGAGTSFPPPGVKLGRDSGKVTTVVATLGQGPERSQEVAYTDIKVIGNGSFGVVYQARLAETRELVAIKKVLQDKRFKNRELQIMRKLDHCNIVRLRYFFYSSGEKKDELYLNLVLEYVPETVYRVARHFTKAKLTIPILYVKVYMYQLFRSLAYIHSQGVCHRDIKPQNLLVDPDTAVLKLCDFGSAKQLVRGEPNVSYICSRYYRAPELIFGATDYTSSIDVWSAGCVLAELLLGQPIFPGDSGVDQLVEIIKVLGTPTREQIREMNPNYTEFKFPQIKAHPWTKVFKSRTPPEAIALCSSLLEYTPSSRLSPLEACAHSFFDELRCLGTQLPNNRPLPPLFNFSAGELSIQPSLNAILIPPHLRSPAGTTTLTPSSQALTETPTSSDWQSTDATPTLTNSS
RGS4 act: RGS4 potentiation or activation. HEK293 M3R/inducible RGS4, carbachol calcium flux Fluo4; stronger effect = lower value. B-score at 10 µM. 0.92% of 310,000 active. AID 463111;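 active means B-score of the integrated calcium signal more than 4 SD below the library mean, with starting fluorescence not abnormally high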;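 further: negative B-score means reduced calcium response which marks RGS4 activation or potentiation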
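Material: Inducible-RGS4 HEK293 cells carrying M3 receptor; also added: carbachol at ECmax as muscarinic agonist stimulus; incubation: compound preincubation 20 min at room temperature before agonist; signal: Fluo4-AM (2 µM) calcium-flux fluorescence, kinetic read; measure: integrated calcium ratio converted to B score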
KCNK9 inh: inhibitors of human KCNK9 two-pore domain potassium channel; Q9NPC2; HEK293 KCNK9, FluxOR thallium flux fluorescence; stronger effect = lower value; B-score at 10 µM; 1.2% of 310,000 active; AID 488922;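 active means ratio B-score over 3 SD below the library mean, with starting fluorescence within 5 SD of its mean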;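 further: negative B-score means less thallium flux so channel inhibition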
KCNQ1 pot: potentiates or activates the human KCNQ1 potassium channel. P51787. CHO-K1 KCNQ1, thallium flux FluxOR fluorescence; stronger effect = higher value. B-score at 10 µM. 0.35% of 310,000 active. AID 2648;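 active means fluorescence ratio B-score, a plate-corrected score, at least three library SD, with initial intensity B-score within 5 SD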
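Material: CHO-K1 cells stably expressing KCNQ1. Medium: assay buffer for compound exposure, DMSO matched across wells. Reagent: K+/Tl+ depolarizing stimulus. Compound dosing: single-concentration screen. Times: 37 °C overnight plating, 90-min dark dye load, 20-min compound pretreatment. Technique: FluxOR Tl+ flux fluorescence.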
The depositor's hits bear a star; i = inactive; ? = inconclusive; nt = no result given.

entry	Compound	HDAC3 inhib	DYRK1A inh	KCNK3 block	PolyA inhibitor	hERG protect	GSK3B inh
1	Cc1ccc(-n2c(=S)[nH]c3c(oc4ccccc43)c2=O)cc1C	11.1	0.6	i	i	-3.4	0.8
2	Cc1cccnc1NC1(C(F)(F)F)N=C2SCCN2C1=O (configuration not stated)	-3.0	-4.3	i	i	-16.4	1.6
3	Cc1nc(N2CCN(C)CC2)c2c3c(sc2n1)CCCC3	-6.5	-0.8	i	i	-3.1	-1.3
4	COc1ccccc1N1CCN(C(=O)CNC(=O)c2cn(-c3ccccc3OC)c(=O)c3ccccc23)CC1	-3.1	nt	i	i	-18.6	0.8
5	CC1=C(C(=O)Nc2ccc(C(=O)NCCC(C)C)cc2)SCCO1	6.8	-2.9	i	i	-1.5	0.7
6	CCN1C(=O)C(CC(=O)Nc2ccc(OC)cc2)N(CCCN2CCN(c3ccc(F)cc3)CC2)C1=S (configuration not stated)	1.4	-5.5	i	i	-4.8	2.6
7	COC(=O)CN1C(=S)N(c2ccc(F)cc2)C(=O)C1CC(=O)Nc1ccc(OC)cc1 (configuration not stated)	2.9	9.2	i	i	-16.7	2.5
8	CCN(CC)C(=O)Cn1cc(C(=O)C(=O)NCCc2c[nH]c3ccccc23)c2ccccc21	1.8	-4.5	i	i	-5.7	0.8

entry	KCNQ1 inh	GSK3 alpha inh	RGS4 act	KCNK9 inh	KCNQ1 pot
1	i	-1.4	i	i	i
2	i	1.8	i	i	i
3	i	2.4	i	i	i
4	i	-1.6	i	i	i
5	i	-2.5	i	i	i
6	i	-1.1	i	i	i
7	i	-0.7	i	i	i
8	i	2.7	i	i	i

(continued)
entry	Compound	HDAC3 inhib	DYRK1A inh	KCNK3 block	PolyA inhibitor	hERG protect	GSK3B inh
9	CCOC(=O)c1c(CN2CCOCC2)n(-c2ccccc2)c2cc(Br)c(O)cc12	13.9	-0.4	i	i	-23.7	4.3
10	O=C(COc1ccccc1[N+](=O)[O-])Nc1ccc2oc(=O)ccc2c1	-6.2	1.7	i	i	-4.2	1.8
11	COc1ccc(CCn2c(C)cc(C(=O)CSc3nnnn3-c3ccccc3)c2C)cc1OC	-8.5	-5.2	i	i	-8.2	-1.2
12	COC(=O)CSc1nnc([C@H](CC(C)C)NC(=O)OC(C)(C)C)o1	0.6	-8.7	i	i	-13.9	-0.4
13	Cc1ccccc1-c1nc(S(=O)(=O)c2ccc(Br)cc2)c(NCc2cccnc2)o1	-2.0	-2.2	-9.13*	i	-16.8	4.0
14	N/C(=N\OC(=O)c1ccc(Br)cc1)c1cccc([N+](=O)[O-])c1	6.8	3.1	i	i	-4.3	3.6
15	COc1ccc(N/C(C)=C2/C(=O)C(=O)N(CCO)C2c2ccc(Br)cc2)cc1 (configuration not stated)	10.2	-3.6	i	i	-12.2	1.4
16	O=C(/C=C/Nc1ccccc1C(=O)O)c1cccs1	-0.6	0.2	i	i	-8.3	3.2

entry	KCNQ1 inh	GSK3 alpha inh	RGS4 act	KCNK9 inh	KCNQ1 pot
9	i	-1.5	i	i	i
10	i	-1.1	i	-9.63*	i
11	i	-1.9	i	i	i
12	i	1.8	i	i	i
13	i	-4.4	i	i	i
14	i	-1.8	i	i	i
15	i	2.5	i	i	i
16	i	-4.3	i	i	i

Further records:
entry	Compound	HDAC3 inhib	DYRK1A inh	KCNK3 block	PolyA inhibitor	hERG protect	GSK3B inh
17	Cc1cc(C)cc(CSc2nnc(C)c(=O)[nH]2)c1	2.3	1.6	i	i	-11.9	-0.4
18	COCCNC(=O)C1CC(=O)N(C2CCCC2)C1 (configuration not stated)	0.4	-3.7	i	i	-6.2	-0.1
19	CCS(=O)(=O)N1CCN(S(=O)(=O)c2ccc(S(=O)(=O)NC3CC3)cc2)CC1	5.3	5.2	i	i	-5.9	-1.0
20	Cc1cc(OCC(O)CN2CCN(CCO)CC2)ccc1C(C)C (configuration not stated)	5.7	-2.7	i	i	-3.9	0.8
21	CC1CCCC(C)N1C(=O)Cc1ccccc1 (configuration not stated)	-4.7	8.0	i	i	-4.7	1.1
22	CCCc1[nH]n(-c2ccc([N+](=O)[O-])cc2)c(=O)c1C=NCCc1c[nH]c2ccccc12	3.6	-11.6	i	i	-2.5	-2.8
23	CCC(O)C1CCN(Cc2cn(Cc3ccccc3)nc2-c2cc3ccccc3o2)CC1 (configuration not stated)	-6.2	-0.1	i	i	-11.2	2.0
24	COc1ccccc1C(=O)Nc1cc(Cl)ccc1O	-1.6	3.6	i	i	-5.5	1.6

entry	KCNQ1 inh	GSK3 alpha inh	RGS4 act	KCNK9 inh	KCNQ1 pot
17	i	-1.5	i	i	i
18	i	-2.5	i	i	i
19	i	-1.2	i	i	i
20	i	0.1	i	i	i
21	i	-3.7	i	i	i
22	i	0.0	i	i	i
23	i	-0.5	i	i	i
24	i	-0.3	i	i	i

Other records
entry	Compound	HDAC3 inhib	DYRK1A inh	KCNK3 block	PolyA inhibitor	hERG protect	GSK3B inh
25	COc1ccc(CNC(=O)CCS(=O)(=O)c2ccc3c(c2)NC(=O)C(C)S3)cc1 (configuration not stated)	5.8	nt	i	i	-10.6	-3.7
26	O=[N+]([O-])c1ccccc1N(CC1CO1)S(=O)(=O)c1ccccc1 (configuration not stated)	3.4	-7.9	i	i	-8.0	4.2
27	CC1(C)CC(C)(O)N(Cc2ccccc2)C(=S)N1 (configuration not stated)	4.3	-3.5	i	i	-2.5	0.2
28	CC(CNC(=O)CCc1nnc2ccc(N3CCC4(CC3)OCCO4)nn12)c1ccccc1 (configuration not stated)	0.5	2.0	i	i	-10.7	1.6
29	CC1(C)CC(=O)C2=C(C1)Nc1ccccc1NC2c1ccc([N+](=O)[O-])cc1 (configuration not stated)	2.8	-6.6	i	i	-4.2	0.9
30	CC(C)CCOP(=O)(c1ccc(N(C)C)cc1)C(O)c1ccc(C(C)C)cc1 (configuration not stated)	?	-14.4	i	i	-3.2	-1.4
31	CCCCN(C)CCCNC(=O)c1ccc(N2CCCC2=O)cc1	-7.7	3.1	i	i	-10.9	-4.1
32	Cc1cc(NS(=O)(=O)c2ccc(NC(=O)c3cc4cc(Br)ccc4oc3=O)cc2)no1	2.4	5.4	i	i	-5.1	0.2

entry	KCNQ1 inh	GSK3 alpha inh	RGS4 act	KCNK9 inh	KCNQ1 pot
25	i	-2.0	i	i	i
26	i	1.0	i	i	i
27	i	1.7	i	i	i
28	i	7.5	i	i	i
29	i	5.6	i	i	i
30	i	-2.2	i	i	i
31	i	-1.6	i	i	i
32	i	0.9	i	i	i

Entries listed so far that have a thiophene ring, fused or not, in the order listed:
entry	Compound	HDAC3 inhib	DYRK1A inh	KCNK3 block	PolyA inhibitor	hERG protect	GSK3B inh
3	Cc1nc(N2CCN(C)CC2)c2c3c(sc2n1)CCCC3	-6.5	-0.8	i	i	-3.1	-1.3
16	O=C(/C=C/Nc1ccccc1C(=O)O)c1cccs1	-0.6	0.2	i	i	-8.3	3.2

entry	KCNQ1 inh	GSK3 alpha inh	RGS4 act	KCNK9 inh	KCNQ1 pot
3	i	2.4	i	i	i
16	i	-4.3	i	i	i

(further entries)
entry	Compound	HDAC3 inhib	DYRK1A inh	KCNK3 block	PolyA inhibitor	hERG protect	GSK3B inh
33	COC(=O)c1cc(OC)c(OC)cc1NC(=O)c1cccc(C)c1	1.7	-1.8	i	i	-7.7	2.1
34	COc1ccccc1NC(=O)CSc1nc2nc(C)cc(C)c2c(=O)[nH]1	-1.1	-1.9	i	i	-8.1	-4.9
35	COc1cc(C2C=C(Nc3ccccc3)C(=O)N2c2ccccc2)ccc1O (configuration not stated)	6.0	-9.1	i	i	-3.5	1.1
36	CC(C)(C)N(Cc1ccccc1)C(=O)COC(=O)c1cccc([N+](=O)[O-])c1	6.3	-3.2	i	i	-5.6	1.9
37	O=C(/C=C/c1ccccc1)NC(NC(=S)Nc1cc(Cl)ccc1Cl)C(Cl)(Cl)Cl (configuration not stated)	-10.3	15.6	i	i	-10.8	1.0
38	COc1cccc(CNC(=O)CCC2CCCN(C(=O)c3ccoc3C)C2)c1 (configuration not stated)	4.5	-5.1	i	i	-12.6	3.6
39	CC(C)CCn1c(O)c(N=NC(=O)c2ccco2)c2ccccc21	2.2	2.0	i	i	-8.4	5.7
40	COc1cc(OC)cc(C(=O)N[C@H](C(=O)OCc2cc(=O)oc3cc(C)ccc23)C(C)C)c1	0.9	-6.4	i	i	-8.7	-0.7

entry	KCNQ1 inh	GSK3 alpha inh	RGS4 act	KCNK9 inh	KCNQ1 pot
33	i	nt	i	i	i
34	i	-1.6	i	i	i
35	i	0.0	i	i	i
36	i	-4.7	i	i	i
37	11*	-2.0	i	i	i
38	i	0.2	i	i	i
39	i	0.5	i	i	i
40	i	-1.2	i	i	i

Compound profiles, from the list above.
O=C(/C=C/Nc1ccccc1C(=O)O)c1cccs1 as listed: HDAC3 inhib = -0.6; DYRK1A inh = 0.2; KCNK3 block = i; PolyA inhibitor = i; hERG protect = -8.3; GSK3B inh = 3.2; KCNQ1 inh = i; GSK3 alpha inh = -4.3; RGS4 act = i; KCNK9 inh = i; KCNQ1 pot = i
COC(=O)CSc1nnc([C@H](CC(C)C)NC(=O)OC(C)(C)C)o1 as listed: HDAC3 inhib = 0.6; DYRK1A inh = -8.7; KCNK3 block = i; PolyA inhibitor = i; hERG protect = -13.9; GSK3B inh = -0.4; KCNQ1 inh = i; GSK3 alpha inh = 1.8; RGS4 act = i; KCNK9 inh = i; KCNQ1 pot = i

(next part)
entry	Compound	HDAC3 inhib	DYRK1A inh	KCNK3 block	PolyA inhibitor	hERG protect	GSK3B inh
41	Cn1c(=O)c2c(ncn2Cc2nnc(N)s2)n(C)c1=O	-1.5	1.5	i	i	-1.2	2.1
42	CC(=O)NC(=S)Nc1ccc(NC(=O)c2cccnc2Cl)cc1	2.9	6.1	i	i	-4.1	3.4
43	CCC(=O)c1ccccc1OCCN1CCN(CC)CC1	-4.8	-3.4	i	i	-10.1	-1.6
44	CCN(Cc1cc(OC)c(OC)c(OC)c1)C(=S)Nc1cccc(SC)c1	11.6	1.6	i	i	-11.4	0.4
45	CC(C)(C)c1sc(N)nc1-c1ccccc1	?	-5.1	i	i	-8.8	0.9

entry	KCNQ1 inh	GSK3 alpha inh	RGS4 act	KCNK9 inh	KCNQ1 pot
41	i	-0.9	i	i	i
42	i	-1.2	i	i	i
43	i	-0.7	i	i	i
44	i	-2.0	i	i	i
45	i	-1.0	i	i	i

These rows are one share of the data; the hit share may differ from the screen's.
